# WT yeast gro inh: growth inhibition of WT strain, primary screen, mitochondrial fusion inhibitor project, WT and mutant strains, chemical genetic | mitochondrial fusion phenotypic screen | inhibition, % at 10 µM | actives 2.1% (n = 190,000); in the data active = inhibition above about 58%; tested in S. cerevisiae
# M1AAP inhibition: P. falciparum M1AAP inhibitors, biochemical, fluorogenic H-Leu-NHMec substrate, 1536-well (AID 1445); Aminopeptidase N (Plasmodium falciparum (isolate 3D7)); recombinant M1AAP, H-Leu-NHMec fluorogenic kinetic assay; higher % means a stronger effect; one-dose inhibition, % at 30 µM; IC50 in µM for titrated hits; actives 0.42% (n = 220,000);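 active = primary inhibition above the hit cutoff, then over 50% inhibition at one or more dose response concentrations, cut at about 23% in these data, passing the limit was not always enough; inconclusive = conflicting primary data, or primary hits not chosen for dose response; inactive = low primary inhibition, or under 50% at every dose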;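 note: plate controls were DMSO full reaction for no effect and no enzyme background for full effect; strong numbers were not always called active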
# ER stress rescue: rescue of cells from ER stress-induced death, primary screen, 384-well, CSM14.1, thapsigargin, ATP luminescence (AID 1222); cellular ATP content (survival), % at 20 µM, or EC50 in µM where a hit was titrated; CSM14.1 thapsigargin-induced death rescue, ATP luminescence; higher % means a stronger effect; 190,000 tested, under 10 active;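 active = EC50 below 50 µM in the dose-response confirmation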;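 note: death triggered by thapsigargin at about 15 µM added after 2 h compound pretreatment; cell ATP read after overnight thapsigargin exposure of roughly 18 to 22 hours; normalized against plate controls of thapsigargin alone and 5% DMSO vehicle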
# UTI89 phage lysis: inhibition of K1F phage lysis, E. coli UTI89, bacterial capsule biogenesis inhibitors, alamar blue (AID 488966) | E. coli UTI89 K1F phage lysis, alamar blue, 2 h; higher % means a stronger effect | one-dose inhibition, % at 100 µM; IC50 in µM for titrated hits | actives 0.02% (n = 340,000);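 active = phage lysis inhibition, versus mean bacterial control, above a set limit; inconclusive = no clear call, values can overlap the other calls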;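 note: capsule biogenesis inhibitors block K1F phage lysis so surviving cells raise fluorescence; higher fluorescence means more inhibition of phage lysis; actives were called in the ten point dose series up to 300 µM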
# human PMI inhibition: inhibitors of human PMI, primary screen, biochemical, fluorescence intensity, coupled assay (AID 1209); Mannose-6-phosphate isomerase (Homo sapiens); purified PMI enzyme, coupled fluorescence intensity; higher % means a stronger effect; inhibition, % at 20 µM; hits with a dose series show IC50 in µM; actives 0.42% (n = 190,000);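 note: plate controls were DMSO vehicle for no effect and wells lacking substrate for full effect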
# TNAP activation fold: human TNAP enzyme activators, primary screen, biochemical, luminescent, no phosphate acceptor, uHTS (AID 1001); Alkaline phosphatase, tissue-nonspecific isozyme (Homo sapiens); purified TNAP, luminescent activation assay, no phosphate acceptor; higher activation fold means a stronger effect; activation fold at 20 µM, or EC50 in µM where a hit was titrated; actives 0.03% (n = 200,000); in the data active = activation fold from about 3, or a potency from the dose series; inactive = the rest, 99 in 100 with activation fold below about 1.6; note: many of its hits are not listed in these tables
# Myeloid diff 2: induction of myeloid progenitor differentiation, primary screen, cell-based, flow cytometry, MLPCN library. calls only at 10 µM. ER-HoxA9 myeloid progenitors, lysozyme-GFP differentiation. AID 624256, 2012. actives 1% (n = 360,000);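 active = normalized GFP-positive differentiation at or above the plate's own cutoff, the solvent-only control mean plus 3 SD; inconclusive = no clear call, values can overlap the other calls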;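 note: cells exposed to compound for four days before flow analysis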
# Lipid droplet: inhibitors of hepatocyte lipid droplet formation, primary screen, imaging, high-throughput imaging, BODIPY stain; AML12 mouse hepatocytes, oleate lipid droplets; actives 0.4% (n = 240,000); inhibition, % at 6.5 µM;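 active = lipid droplet intensity inhibited by at least 50%, with more than 500 cells counted; inconclusive = wells with under 300 cells, treated as cytotoxic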
#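 Material – mouse AML12 hepatocyte cell line, fixed after treatment · Compound dosing – one dose, 6.5 µM compound · Times – compound with oleate, overnight · Measured by – Image-based BODIPY and DAPI two-channel analysis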
# human PMI inhibitors: human PMI inhibitors, high substrate, primary screen, biochemical, fluorescence intensity, high mannose 6-phosphate (AID 1220); Mannose-6-phosphate isomerase (Homo sapiens); recombinant PMI enzyme, coupled fluorescence intensity; higher % means a stronger effect; inhibition, % at 20 µM; hits with a dose series show IC50 in µM; actives 0.66% (n = 190,000)
# WT yeast gro inh mutant strain: second read-out of WT yeast gro inh, no call of its own (marks repeat the call); inhibition, %; mitochondrial fusion phenotypic screen, mutant strain inhibition
# Lipid droplet cells 6.5 µM: further read-out of Lipid droplet, marked with its call; cell count; measured here: cell count, cytotoxicity flag;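 cells counted across two imaged fields per well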
# Myeloid diff 2 GFP+ MAC1+ %: second read-out of Myeloid diff 2, no call of its own (marks repeat the call); GFP+ MAC1+ double positive, %; measured here: differentiation confirmed by MAC1 staining
# Starred values were filed as active, the others as inactive; i = inactive; ? = inconclusive; . = not tested or not shown; [ ] = remark or other dose. Cut-off read from the data, not from the text of the source, unless noted: active = inhibition above about 50%; inactive = the rest. Outcome played no part in choosing rows; 4.6% or so of the library scored in one or more.
Compound,WT yeast gro inh,WT yeast gro inh mutant strain,M1AAP inhibition,ER stress rescue,UTI89 phage lysis,human PMI inhibition,TNAP activation fold,Myeloid diff 2,Myeloid diff 2 GFP+ MAC1+ %,Lipid droplet,Lipid droplet cells 6.5 µM,human PMI inhibitors
CN(C)C(=O)c1ccc(NC(=O)CSc2nc3ccccc3[nH]2)cc1,9.7,-21.1,-8.0%,-1.1%,1.1%,2.3%,1.2,i,0.1,15.5,660,-1.1%
Cn1c(=O)[nH]c(=O)c2c1nc(Br)n2CC(O)COc1ccccc1 (stereo unspecified),-1.4,6.4,12.8%,-0.8%,0.4%,-2.4%,1.1,i,9.1,14.0,811,-8.9%
CCS(=O)(=O)N1Cc2ccccc2CC1C(=O)N1CCN(c2ccccc2)CC1 (stereo unspecified),4.9,0.8,2.7%,-0.8%,0.2%,2.0%,1.1,i,1.2,.,.,-3.5%
O=C(CCCc1ccccc1)NCCC1=CCCCC1,-22.5,-8.3,1.9%,-1.3%,1.1%,-0.3%,1.1,i,0.5,-7.2,672,-0.6%
CCOC(=O)c1cnn(-c2nc(OC)cc(OC)n2)c1C(F)(F)F,19.3,12.7,-2.0%,-5.4%,1.5%[50 µM],-10.0%,1.1,i,0.3,8.9,590,-9.4%
CC(NC(=O)CSc1ncccc1C(=O)O)C1CC2CCC1C2 (stereo unspecified),.,.,4.2%,.,0.2%,.,.,i,0.4,1.6,722,.
Cc1nc(COC(=O)c2ccc(CO)cc2)cs1,-11.2,-6.7,4.4%,-2.0%,0.5%,-20.2%,1,i,1.5,.,.,1.0%
Cc1cc(C)cc(OCc2nnc(SCC(=O)c3ccccc3)o2)c1,5.8,7.7,2.5%,-0.7%,0.7%,9.2%,1.1,i,0.4,-22.6,685,11.9%
CCc1ccc(NC(=O)c2ccc(F)c(S(=O)(=O)N(CC)c3ccccc3)c2)cc1,0.3,-0.3,-2.0%,1.3%,7.9%,15.1%,1,i,0.8,-35.9,645,11.1%
O=C(CN1CCN(c2ccccc2O)CC1)Nc1ccc2c(c1)CCC2,6.1,8.8,5.7%,-3.3%,0.4%,20.6%,1.2,i,0.2,-4.2,599,18.4%
O=C(CSc1c[nH]c2ccccc12)NCC1CCCO1 (stereo unspecified),-0.8,6.1,-1.0%,-1.5%,0.8%,-6.3%,0.9,i,5.0,-2.9,633,-8.8%
S=C(Nc1ccccc1Cl)N1CCCC(c2ccccc2)=N1,.,.,2.2%,.,-0.5%,.,.,i,0.5,0.7,695,.
N#Cc1cnc(Nc2ccc(F)cc2)nc1N,.,.,3.0%,.,0.1%,.,.,i,0.7,-0.2,688,.
COc1ccc(NC(=O)CC(c2ccc(F)cc2)c2ccc(OC(C)C)cc2)cc1 (stereo unspecified),10.3,14.2,0.4%,-1.5%,-0.2%,6.5%,1.1,i,0.8,-14.8,691,11.2%
O=C(CCCOc1ccc(Cl)cc1)Nc1ccc(N2CCOCC2)cc1,-6.1,-10.0,.,-0.3%,0.3%,9.0%,1,i,0.5,3.3,739,19.3%
CN(CC(=O)O/N=C(\N)c1cccc([N+](=O)[O-])c1)S(=O)(=O)c1ccccc1,58.1*,-52.8*,1.4%,7.4%,0.5%,21.7%,1.1,i,0.6,11.2,819,15.0%
CCc1cc(OCCCSc2nc(C)cc(=O)[nH]2)ccc1Cl,28.7,20.4,-3.2%,-1.2%,0.5%,5.9%,1,i,0.9,5.3,765,-1.3%
CCCc1cc(=O)c2c(O)ccc(OC)c2o1,.,.,1.3%,.,-0.7%,.,.,i,0.6,2.3,764,.
O=C(OCc1ccco1)c1cccnc1,4.5,2.5,5.3%,-0.9%,0.4%,-8.0%,1.1,i,0.2,17.5,728,-5.7%
N#C/C(=C/c1cccc(C(F)(F)F)c1)c1nc(CCN2C(=O)c3ccccc3C2=O)cs1,1.2,-8.5,11.5%,-1.8%,0.0%,3.9%,1.1,i,0.5,.,.,-1.1%
O=C(NCc1ccco1)c1noc2c1CCCC2,-1.8,-59.9,-1.3%,-0.6%,0.0%,2.7%,1.1,i,4.5,.,.,3.9%
Cc1cc(Nc2c(C#N)c(N)nn2C)ccc1F,5.6,-4.2,4.5%,-0.7%,0.7%,-3.7%,1,i,0.1,7.1,658,0.7%
CC(C)(C)NC(=O)c1nn(Cc2ccccc2)c(=O)c2ccccc12,-4.0,15.5,4.0%,-0.7%,0.3%,5.3%,1.1,i,0.2,8.8,729,5.3%
CC(=O)N1CCc2cc(S(=O)(=O)CCC(=O)NCc3cccs3)ccc21,-6.4,-13.9,2.8%,-2.1%,-0.7%,15.1%,1.1,i,1.3,.,.,11.2%
COc1ccc(-c2nc(C#N)c(N3CCC(C(N)=O)CC3)o2)cc1OC,-28.5,-6.5,5.0%,-0.9%,0.2%,6.3%,1.1,i,1.2,.,.,4.3%
N[C@@H](Cc1ccc(O)c(I)c1)C(=O)O,3.2,-9.7,-2.6%,-0.3%,.,2.7%,1.1,.,.,4.3,723,-8.3%
Cc1ccccc1C(OCCN(C(C)C)C(C)C)c1ccccc1 (stereo unspecified),5.8,21.5,6.2%,14.0%,2.7%,-4.9%,1.1,i,0.5,4.3,597,-5.4%
Cc1cc(=O)oc2cc(OCC(=O)NCCCN3CCOCC3)ccc12,8.5,19.3,5.0%,5.5%,0.5%,14.5%,1.1,i,1.0,-5.1,720,3.3%
CCOc1ccc(-c2n[nH]c(C)c2-c2ccccn2)c(O)c1,-20.5,3.3,14.4%,0.0%,0.2%,2.2%,2.1,i,0.2,0.7,717,5.0%
NC(=O)COc1c(-c2ccco2)oc2ccccc2c1=O,2.0,9.5,3.8%,0.1%,0.4%,-13.0%,1,i,0.2,-0.3,678,-6.9%
CCS(=O)(=O)N1CCN(c2ccc([N+](=O)[O-])c(NCc3ccccc3)c2)CC1,13.2,1.5,7.8%,0.0%,0.4%,0.0%,1,i,1.9,.,.,7.7%
N#CCCn1cc(/C=N/N=C2\NC(=O)C(CC(=O)O)S2)c(-c2ccc(F)cc2)n1 (stereo unspecified),.,.,12.3%,.,0.1%,.,.,i,0.9,22.0,718,.

# Exported with two lines to a compound: entries from further up
# Order of values: WT yeast gro inh	WT yeast gro inh mutant strain	M1AAP inhibition	ER stress rescue	UTI89 phage lysis	human PMI inhibition	TNAP activation fold	Myeloid diff 2	Myeloid diff 2 GFP+ MAC1+ %	Lipid droplet	Lipid droplet cells 6.5 µM	human PMI inhibitors
> COc1ccc(-c2nc(C#N)c(N3CCC(C(N)=O)CC3)o2)cc1OC
    -28.5	-6.5	5.0%	-0.9%	0.2%	6.3%	1.1	i	1.2	.	.	4.3%
> N[C@@H](Cc1ccc(O)c(I)c1)C(=O)O
    3.2	-9.7	-2.6%	-0.3%	.	2.7%	1.1	.	.	4.3	723	-8.3%

# Next records
Compound,WT yeast gro inh,WT yeast gro inh mutant strain,M1AAP inhibition,ER stress rescue,UTI89 phage lysis,human PMI inhibition,TNAP activation fold,Myeloid diff 2,Myeloid diff 2 GFP+ MAC1+ %,Lipid droplet,Lipid droplet cells 6.5 µM,human PMI inhibitors
O=S(=O)(NCc1ccco1)c1ccc(Cl)nc1,30.9,-15.6,-2.7%,-0.8%,0.5%,2.9%,1.1,i,1.3,1.4,732,-0.5%
NC(=O)C1CC(=O)N(c2ccc(OCc3c(Cl)cccc3Cl)cc2)C1 (stereo unspecified),0.4,1.7,0.6%,0.1%,0.0%,8.0%,1.1,i,0.8,11.1,685,5.9%
COc1ccc(OCC(Cn2cnc3ccccc32)OC(C)=O)cc1 (stereo unspecified),9.7,7.0,0.1%,2.1%,0.1%,-10.9%,1,i,0.7,-53.5,705,-6.1%
NC1=NC(=O)C(Cc2cc(Cl)ccc2Cl)S1 (stereo unspecified),-4.6,0.4,8.9%,-0.4%,0.2%,-0.1%,1.1,i,0.5,.,.,-6.4%
Cc1cc(C)nc(SCC(=O)Nc2ccnc3ccccc23)n1,1.6,-3.4,3.5%,0.0%,0.4%,2.0%,1,i,0.4,-7.7,654,3.0%
CCC(=O)N1CCN(c2nc(C)nc3sc(C)c(C)c23)CC1,16.9,25.6,4.7%,-1.2%,0.1%,1.6%,1.1,?,.,14.8,826,-4.0%
CCOC(=O)CCCNC(=O)COC(=O)c1cc(C)cc(C)c1,-3.6,1.1,1.9%,-2.1%,-1.9%,6.8%,1.1,i,0.6,-18.9,754,47.2%
CCCC(=O)NCCc1nc2cc([N+](=O)[O-])ccc2n1C,-0.8,-4.3,7.0%,1.4%,-0.5%,-4.9%,1.2,i,0.4,6.3,704,-4.5%
CCCCNC1=C(Br)C(=O)CC(C)(C)C1,4.0,4.9,8.4%,-2.8%,0.7%,10.8%,1.1,i,0.8,-10.4,740,14.1%
Cc1ccc(S(N)(=O)=O)c(C)c1-n1cnnn1,-6.2,7.4,0.2%,-7.2%,-0.6%,1.2%,1.1,i,0.3,8.6,728,-0.1%
COC(=O)C1C(=O)c2c(C)noc2CC1(C)C (stereo unspecified),-9.7,-1.1,6.0%,0.7%,0.2%,.,1.1,i,0.1,-3.0,699,.
Cc1ccc(NC(=S)NCc2ccc3c(c2)OCO3)cc1,16.7,5.3,0.8%,-0.6%,3.2%[50 µM],7.4%,1.2,i,0.3,3.3,635,-3.9%
COc1ccccc1NC(=O)N1CCn2c(nc3ccccc32)C1,-10.7,-16.3,-1.6%,0.5%,-2.5%,3.5%,1.1,i,10.6,.,.,6.9%
Cc1ccc(S(=O)(=O)N2CCN(c3ccc(S(=O)(=O)N4CCOCC4)cn3)CC2)cc1,-5.9,-3.8,0.2%,-0.5%,0.1%,10.5%,1.1,i,0.3,-0.3,786,6.1%
Oc1oc(-c2ccccc2)nc1/C=N/c1ccccn1,3.0,-12.8,14.6%,1.0%,-3.6%,.,1.1,i,0.0,-7.5,703,.
Cn1c(=O)c2c(nc(OCc3ccc4c(c3)OCO4)n2Cc2ccccc2Cl)n(C)c1=O,1.6,12.7,5.6%,-2.2%,0.6%,12.8%,1.1,i,1.2,.,.,8.1%

# From PubChem
